# Assay outcomes as filed in PubChem.
# CHRM4 antagonist: human M4 muscarinic receptor antagonists, primary screen, CHO cells, Fluo-8 calcium fluorescence | Muscarinic acetylcholine receptor M4 (Homo sapiens), P08173 | CHO-hM4 cells, ACh EC80 | inhibition, % at 3 µM | hit rate 0.73% among 360,000 | AID 624125, 2012;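 active = inhibition above its plate's cutoff, the mean inhibition of sample wells plus 3 SD, cut at about 27% in these data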;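 also: 0% = acetylcholine EC80 with DMSO and 100% = DMSO without agonist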
# Target sequence (P08173 whole entry, looked up): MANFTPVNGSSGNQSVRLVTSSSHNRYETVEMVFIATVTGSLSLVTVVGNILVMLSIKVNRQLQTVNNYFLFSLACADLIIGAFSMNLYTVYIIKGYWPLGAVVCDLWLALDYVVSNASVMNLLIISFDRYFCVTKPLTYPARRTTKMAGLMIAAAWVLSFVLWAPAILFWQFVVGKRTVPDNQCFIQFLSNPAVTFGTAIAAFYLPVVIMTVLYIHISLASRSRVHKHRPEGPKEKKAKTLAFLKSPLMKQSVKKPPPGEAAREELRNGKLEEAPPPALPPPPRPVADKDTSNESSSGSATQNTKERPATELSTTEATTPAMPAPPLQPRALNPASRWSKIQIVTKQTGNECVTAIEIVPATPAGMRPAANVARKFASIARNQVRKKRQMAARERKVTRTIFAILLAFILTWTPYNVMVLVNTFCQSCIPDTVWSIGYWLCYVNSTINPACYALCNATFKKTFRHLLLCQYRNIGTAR
# M4 PAM: human M4 muscarinic receptor positive allosteric modulators, primary screen, CHO-K1 cells, Fluo-8 calcium fluorescence | activation, % at 3 µM | CHO-K1 hM4/Gqi5, ACh EC20; 0% = ACh EC20, 100% = maximal ACh | hit rate 0.4% among 360,000;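 active = activation above its plate's cutoff, the mean activation of sample wells plus 3 SD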; also: some results filed as inactive read as strong as hits
# M5 ag: human M5 muscarinic receptor agonists, primary screen, CHO-K1 cells, Fluo-8 calcium fluorescence. hit rate 0.19% among 360,000. activation, % at 3 µM. AID 624037, 2012. Muscarinic acetylcholine receptor M5 (Homo sapiens), P08912. CHO-K1 hM5 cells; 0% DMSO wells, 100% maximal acetylcholine response;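 active = activation above the run's mean over test compounds plus 3 SD, cut at about 23% in these data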;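 also: signal is peak over basal fluorescence ratio across the kinetic read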
# Target sequence (P08912 whole entry, looked up): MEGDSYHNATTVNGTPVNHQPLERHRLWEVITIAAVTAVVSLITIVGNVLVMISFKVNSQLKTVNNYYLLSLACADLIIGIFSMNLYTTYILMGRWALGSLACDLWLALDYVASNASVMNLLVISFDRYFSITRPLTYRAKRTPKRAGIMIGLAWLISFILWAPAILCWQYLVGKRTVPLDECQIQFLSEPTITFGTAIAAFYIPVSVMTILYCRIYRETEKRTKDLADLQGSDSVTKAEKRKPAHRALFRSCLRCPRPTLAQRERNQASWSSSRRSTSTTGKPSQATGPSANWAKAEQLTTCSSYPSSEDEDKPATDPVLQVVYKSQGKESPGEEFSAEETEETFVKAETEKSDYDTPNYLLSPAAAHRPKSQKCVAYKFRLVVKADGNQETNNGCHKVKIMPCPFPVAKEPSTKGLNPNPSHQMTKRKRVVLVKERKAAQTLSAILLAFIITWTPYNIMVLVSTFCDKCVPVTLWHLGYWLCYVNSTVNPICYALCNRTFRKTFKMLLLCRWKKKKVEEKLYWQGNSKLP
# CHO-K1 Ca antag: nonselective inhibitor or artifact in parental CHO-K1 cells. ATP-induced calcium, Fluo-8 fluorescence. inhibition, % at 3 µM. hit rate 0.6% among 360,000;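 active = inhibition above a per-plate cutoff, the plate's mean sample inhibition plus 3 SD, cut at about 24% in these data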;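 also: 0% = DMSO plus EC80 ATP and 100% = DMSO alone without ATP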
# CHO-K1 Ca PAM: nonselective calcium activators in parental CHO-K1 cells, primary screen, counter-screen for M1 PAM project, cell-based, Fluo-8 calcium fluorescence, full deck, 1536-well; ATP EC20; 0% at ATP EC20, 100% at ATP max; activation, % at 3 µM; hit rate 0.02% among 360,000; AID 602247, 2012;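 active = activation above the run cutoff, the mean activation of all test compounds plus 3 SD, cut at about 40% in these data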;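 also: peak over basal fluorescence ratio in a 140 s read after ATP addition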
# CHRM5 PAM: human M5 muscarinic receptor positive allosteric modulators, primary screen, CHO-K1 cells, Fluo-8 calcium fluorescence. AID 624038, 2012. CHO-K1 hM5, ACh EC20 PAM; 0% = ACh EC20, 100% = ACh EC100. activation, % at 3 µM. Muscarinic acetylcholine receptor M5 (Homo sapiens), P08912. hit rate 0.3% among 360,000;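 active = activation above the run cutoff, the mean activation of all test compounds plus 3 SD, cut at about 18% in these data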
#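 System – CHO-K1 hM5 cells · Compound – 3 µM, single dose · Incubation – compound preincubation 140 s before EC20 acetylcholine addition · Technique – Fluo-8 calcium fluorescence · Measure – Max/basal fluorescence ratio as % of EC20–EC100 ACh window · Benchmarks – low control EC20 acetylcholine (0%), high control EC100 acetylcholine (100%) · Replication – singlicate, one well per test compound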
# CHRM5 antagonist: human M5 muscarinic receptor antagonists, primary screen, CHO cells, Fluo-8 calcium fluorescence. Muscarinic acetylcholine receptor M5 (Homo sapiens), P08912. CHO-hM5 cells, ACh EC80. inhibition, % at 3 µM. hit rate 0.59% among 360,000. AID 624040, 2012;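 active = inhibition above a per-plate cutoff, the mean of that plate's test compounds plus 3 SD, cut at about 27% in these data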;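 also: 0% = acetylcholine EC80 with DMSO and 100% = DMSO without agonist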
# M1 ag parental: counter-screen for M1 agonists: effect in parental CHO-K1 cells; hit rate 0.48% among 360,000; Fluo-8 calcium fluorescence; scaled to maximal ATP response, vehicle zero; activation, % at 3 µM; in the data active = activation above about 15%;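 also: untransfected CHO-K1 host cells lacking M1 receptor as counterscreen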
# M4 ag: human M4 muscarinic receptor agonists, primary screen, CHO-K1 cells, Fluo-8 calcium fluorescence; hit rate 0.14% among 360,000; CHO-K1 hM4/Gqi5; vehicle 0%, full acetylcholine response 100%; activation, % at 3 µM; Muscarinic acetylcholine receptor M4 (Homo sapiens), P08173;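 active = activation above the run mean over all test wells plus 3 SD, cut at about 32% in these data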;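 also: peak over basal fluorescence ratio per well then scaled between controls; 0% = DMSO wells and 100% = acetylcholine at EC100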
# * marks the source's active call; other numbers are inactive results.
SMILES,CHRM4 antagonist,M4 PAM,M5 ag,CHO-K1 Ca antag,CHO-K1 Ca PAM,CHRM5 PAM,CHRM5 antagonist,M1 ag parental,M4 ag
CCOc1ccccc1NC(=O)N1CCC(NC(=O)C2CCCCC2)CC1,-2.1,1.2,-3.2,-13.2,-3.0,1.3,6.5,1.0,0.1
O=C(NCc1nnc(SCC(=O)N2CCN(c3ccccc3)CC2)o1)c1ccc(F)cc1,-11.8,1.2,1.7,-7.3,6.4,2.4,-10.8,4.0,3.2
O=C(NCc1ccc(Cl)cc1)Nc1ccc(F)cc1,9.0,-1.0,-0.2,-3.2,-0.8,-7.1,3.9,4.3,6.3
O=C(c1cc(COc2c(F)cccc2F)on1)N1C[C@H]2CC[C@H]1C2,-8.8,1.9,-5.1,-3.8,7.3,1.8,4.3,0.0,-0.6
CCOc1ccc(OCCCC(=O)NC2=NCCS2)cc1,10.2,-0.3,0.2,9.4,9.6,0.2,-2.1,0.5,1.0
O=C(c1nc2ccccn2c1CNCC1OCCc2ccccc21)N1CCOCC1 (centres undefined),3.5,-7.8,1.7,9.3,15.3,0.1,-9.2,2.0,9.5
Cc1ccc(NC(=O)CC2SC(=Nc3ccc(O)cc3)NC2=O)cc1 (centres undefined),3.8,16.5,2.0,0.6,13.3,4.5,-7.0,0.3,0.4
CC1(C)Cc2cccc(OCC(=O)N3CCN(c4cccc(Cl)c4)CC3)c2O1,-5.0,-5.5,-0.9,7.0,16.0,-6.6,8.5,2.4,8.1
O=C(NCc1ccncc1)Nc1ccccc1F,-5.6,0.6,-0.7,1.5,17.2,6.0,-1.0,2.6,0.1
COCCN1C=C(C(=O)OC)C(c2ccc3c(c2)OCO3)C(C(=O)OC)=C1,-6.7,11.2,-0.9,-18.3,9.7,2.8,2.0,-0.1,-0.7
CCOC(=O)C1=C(c2ccccc2)N=c2sc(=Cc3cc(OC)c(OC)c(OC)c3)c(=O)n2C1c1cccs1 (centres undefined),0.4,8.0,0.4,-8.2,14.6,-3.1,-5.1,0.2,0.1
CC1(C)CC(=O)C/C(=N/NC(=O)COc2ccc(Cl)cc2Cl)C1,-1.3,-3.2,7.8,5.0,-5.0,5.7,-6.8,0.1,1.0
O=C(CS(=O)(=O)c1ccccc1)Nc1nccs1,-1.4,-1.2,-0.5,1.1,7.8,8.0,0.7,0.0,0.2
CCOC(CCn1c(SCC(=O)Nc2cc(C)on2)nc2ccccc2c1=O)OCC,-6.9,9.6,4.5,2.8,6.2,0.5,-3.1,0.4,0.7
CCc1cc2ccccc2nc1SCC(=O)NC1CCCC1,8.7,1.4,-4.3,-4.6,2.0,2.5,10.9,-0.4,-2.3
CC1(NC(=O)c2cc(Cl)nc3ccccc23)CCS(=O)(=O)C1 (centres undefined),15.6,-1.2,-1.2,-10.5,17.4,8.1,4.5,0.7,0.1
C[N+](C)(C)CCCN1C(=O)CCCC1=O,2.6,7.3,-1.4,19.6,-7.4,4.2,8.6,-0.4,0.6
O=C(/C=C/Nc1ccc(F)cc1)c1ccco1,1.5,-3.0,0.3,12.3,-2.8,-8.9,-0.1,0.1,0.8
O=[N+]([O-])c1ccc(OCc2cccc(COc3ccc([N+](=O)[O-])cc3)n2)cc1,-0.7,0.2,-1.6,-3.5,5.4,-2.8,2.8,0.3,2.0
CCNC(=O)CC1SC(=Nc2ccc(C)cc2)N(CC)C1=O (centres undefined),6.0,-1.6,-0.6,-3.7,-0.7,-4.1,-0.8,-0.1,0.0
COc1ccc(CCC(=O)N2CCN(S(=O)(=O)c3ccc4ccccc4c3)CC2)cc1,-6.8,6.5,-3.5,-16.9,22.4,-9.4,-3.7,0.6,2.6
CC(C)OC(=O)C1OC1(C)c1ccccc1 (centres undefined),-5.7,-0.1,-1.2,5.3,-10.5,-7.0,16.0,0.1,0.2
COC(=O)C1C2CC3c4[nH]c5cc(OC)ccc5c4CCN3CC2CC(OC2CCCCO2)C1OC (centres undefined),-9.1,0.6,2.5,-10.0,12.4,-1.0,-0.9,1.0,2.4
Cc1ccccc1Nc1nc(N)nc(CSc2nncn2C)n1,8.4,0.7,0.5,-17.8,15.4,2.5,0.3,1.3,-0.3

# Sorted by formula weight (highest first): part of the list above
SMILES,CHRM4 antagonist,M4 PAM,M5 ag,CHO-K1 Ca antag,CHO-K1 Ca PAM,CHRM5 PAM,CHRM5 antagonist,M1 ag parental,M4 ag
CCOC(CCn1c(SCC(=O)Nc2cc(C)on2)nc2ccccc2c1=O)OCC,-6.9,9.6,4.5,2.8,6.2,0.5,-3.1,0.4,0.7
CC1(NC(=O)c2cc(Cl)nc3ccccc23)CCS(=O)(=O)C1 (centres undefined),15.6,-1.2,-1.2,-10.5,17.4,8.1,4.5,0.7,0.1
CC(C)OC(=O)C1OC1(C)c1ccccc1 (centres undefined),-5.7,-0.1,-1.2,5.3,-10.5,-7.0,16.0,0.1,0.2

# Reformatted: entries from further up
# Order of values – CHRM4 antagonist | M4 PAM | M5 ag | CHO-K1 Ca antag | CHO-K1 Ca PAM | CHRM5 PAM | CHRM5 antagonist | M1 ag parental | M4 ag
O=[N+]([O-])c1ccc(OCc2cccc(COc3ccc([N+](=O)[O-])cc3)n2)cc1
→ -0.7 | 0.2 | -1.6 | -3.5 | 5.4 | -2.8 | 2.8 | 0.3 | 2.0
O=C(/C=C/Nc1ccc(F)cc1)c1ccco1
→ 1.5 | -3.0 | 0.3 | 12.3 | -2.8 | -8.9 | -0.1 | 0.1 | 0.8

# Other structures:
SMILES,CHRM4 antagonist,M4 PAM,M5 ag,CHO-K1 Ca antag,CHO-K1 Ca PAM,CHRM5 PAM,CHRM5 antagonist,M1 ag parental,M4 ag
Brc1cccc(OCCCCn2cncn2)c1,6.3,-4.8,-3.5,-7.4,7.7,-6.5,19.4,0.5,0.1
CC(C)(O)C#Cc1ccc(C(=O)N2CCN(C(=O)c3ccco3)CC2)cc1,-3.2,4.6,-0.4,-9.1,14.9,-1.9,-7.0,0.9,2.8
O=Cc1cc(OCc2ccccc2)ccc1[B-](F)(F)F,-4.2,0.7,-0.5,-9.0,4.2,11.1,-5.4,1.1,2.3
CCOc1cc(Br)cc(C(c2c(C(=O)O)[nH]c3ccccc23)c2c(C(=O)O)[nH]c3ccccc23)c1O,1.2,0.0,-4.2,-7.6,13.8,12.1,-0.7,0.0,-0.5
COC(=O)C[C@H]1C[C@H]2c3cc(NC(=O)CC4CC4)ccc3O[C@H]2[C@H](CO)O1,12.5,-4.5,1.2,-6.6,11.0,-1.4,8.2,0.2,-0.3
Cc1ccc(C)c(NC(=O)CNC(=O)N2CC(=O)Nc3ccccc32)c1,1.0,3.1,-4.4,-17.0,6.6,-4.4,0.2,0.9,1.2
Oc1cc2c(cc1CN1CCN(c3cccc(C(F)(F)F)c3)CC1)CCC2,-0.7,-3.4,-0.9,-9.2,23.8,0.4,-2.0,0.6,-0.5
COc1ccc(Cl)cc1NC(=O)CN(C)C(=O)Cn1cnnn1,3.5,-3.6,0.4,1.2,-17.1,-7.9,20.0,-0.3,-0.3
CSc1ccccc1NC(=O)c1cc(CC(C)C)on1,-17.7,5.5,-5.0,3.1,2.8,-2.1,-7.7,0.6,-0.3
Cc1ccc(C2C(C#N)=C(N)Oc3cc4c(cc32)OCO4)cc1 (centres undefined),-2.7,-3.7,-8.5,5.3,-1.3,6.2,1.1,0.1,-0.4
CC(=O)c1cccc(NC(=O)c2cc(=O)[nH]c3ccc(S(=O)(=O)N4CCOCC4)cc23)c1,-18.8,6.2,4.0,-0.5,-4.4,10.2,-7.0,0.6,1.0
CCOc1ccc2nc(C)cc(Nc3ccc4c(c3)OCCO4)c2c1,-11.7,-3.1,-11.8,-21.9,0.6,5.8,-2.1,-0.1,-1.8
COc1ccc(S(=O)(=O)N2CCN(C(=O)CN3C(=O)NC(C)(c4ccc5ccccc5c4)C3=O)CC2)cc1 (centres undefined),2.8,-1.6,-4.0,11.9,1.7,-4.8,11.3,2.2,2.5
Cc1cc(C)nc(NS(=O)(=O)c2ccc(NC(=O)c3ccccc3Br)cc2)n1,5.1,-1.9,-0.4,-7.1,18.2,-2.2,9.8,0.8,0.9
C=CCNC(=O)c1ccc(C(=O)c2ccccc2)cc1,-2.0,0.2,-4.4,8.2,-3.6,-6.6,16.7,-0.2,1.1
CCOC(=O)c1cn(CC(=O)Nc2ccccc2C(=O)OCC)nn1,-3.7,12.6,0.9,0.1,5.5,-4.1,2.1,0.1,0.0
Cc1ccc(C)c(SCC(=O)NNC(=O)c2csc(N3CCOCC3)n2)c1,-10.3,7.1,-0.7,2.7,2.2,-7.1,11.1,0.6,3.7
OC(CNCc1ccccc1)Cn1ccc2ccccc21 (centres undefined),-2.1,-3.3,-2.1,-2.1,9.2,-6.0,13.6,3.6,4.0
O=C(N/N=C1/CC2C=CCC12)c1ccc(Br)o1 (centres undefined),6.2,-10.2,-2.3,-6.0,14.4,-3.9,-1.4,0.2,0.0
CC(=O)Nc1ccc(-c2ccnc3c2CC(C)(C(=O)Nc2ccc(C(C)C)cc2)O3)cc1 (centres undefined),-16.8,-2.3,0.6,-20.1,7.3,-3.1,-3.1,0.7,2.3
CCNc1ccc(Br)cc(C(=O)/C=C/c2c(Cl)cccc2Cl)c1=O,38.2*,-1.9,0.9,4.7,17.1,4.0,9.8,1.1,3.2
COC(=O)CCCn1nc(NC(=O)c2ccco2)cc1C,9.1,3.2,-0.8,-6.2,11.4,-4.1,8.7,0.7,0.2
C=CCNC(=S)N/N=C/c1ccc(C(F)(F)F)cc1,6.4,-6.0,-2.1,-7.8,5.7,3.0,4.4,-0.2,-1.6
O=C(c1cccs1)C1CCCN(Cc2nc(Cc3ccccc3F)no2)C1 (centres undefined),-8.7,4.8,-0.4,2.9,-6.7,-0.6,-5.7,1.1,1.9
COc1ccccc1Nc1nnc(C)c(=O)[nH]1,3.6,9.8,0.1,7.8,-5.8,5.2,-1.6,0.1,0.3
Cc1ccc(Nc2nc(C(=O)NCc3ccco3)cs2)cc1,-7.9,7.0,-2.2,-7.8,13.5,1.1,-9.0,0.4,-1.3
C=CCn1c(SCC(=O)Nc2nc3ccccc3s2)nc(O)c(CC)c1=O,-5.1,-6.1,4.1,-2.3,3.3,-11.4,16.8,2.8,11.6
CCCCn1c(N)c(N(CCOC)C(=O)c2ccc(N3CCCC3)c([N+](=O)[O-])c2)c(=O)[nH]c1=O,2.6,-6.8,-3.0,-6.5,-4.0,-3.9,4.3,0.0,-0.4
C#CCN(C)CCCOc1ccc(Cl)cc1Cl,7.9,-8.8,-0.7,19.9,-10.2,-5.7,-6.1,-0.1,-0.7
COc1cc(C(N)=O)ccc1OCc1ccccc1,-4.5,4.4,-1.8,-12.8,8.2,-5.3,-2.7,0.6,0.6
Cc1cc(OCC(=O)OCC(=O)c2c(N)n(C)c(=O)n(C)c2=O)ccc1Cl,5.2,-6.4,1.7,-4.4,-11.3,3.2,4.7,3.0,6.3
COc1ccc2c(c1)NC(c1cc(Cl)cc(Cl)c1O)c1cccn1-2 (centres undefined),-6.4,4.5,-0.9,-3.6,26.8,5.7,-2.5,0.8,0.5
